Gli-Sufu antag: Gli-Sufu pathway antagonism; 340,000 tested, 0.74% active; inhibition, % at 5 µM; Sufu-KO-LIGHT fibroblasts, Gli luciferase reporter luminescence; AID 588413;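 active means inhibition above about 55%, limit read from the data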;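 further: 0% = DMSO-treated cells and 100% = wells with medium but no cells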
CCR6 antagonist: blocks CCL20-driven beta-arrestin recruitment at human CCR6; inhibition, % at 20 µM; 340,000 tested, 0.49% active; P51684; CHO-K1 CCR6 PathHunter beta-arrestin, luminescence, CCL20-stimulated;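 active means compounds whose inhibition of the agonist-driven luminescence signal at 20 µM reaches about 50%, limit read from the data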;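 further: cells stimulated with CCL20 at 14 nM final; plate controls were DMSO with CCL20 for no effect and DMSO without agonist for full effect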
APOBEC3G inh: inhibitors of human APOBEC3G DNA deaminase | Q9HC16 | recombinant A3G, ssDNA deamination FAM/TAMRA fluorescence | inhibition, % at 20 µM | 330,000 tested, 0.28% active;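 active means inhibition of at least 40% at 20 µM, with no more than 30% in the related APOBEC3A deaminase screen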;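 further: plate controls were DMSO wells with A3G for no effect and wells lacking A3G enzyme for full effect; some compounds called inactive have numbers as strong as hits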
MPTP block: blocks calcium-induced mitochondrial swelling; isolated mouse mitochondria, Ca2+ swelling absorbance, 30 min; inhibition, % at 10 µM; 360,000 tested, 1.4% active;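 active means inhibition of 50% or more, scaled per plate between neutral and stimulator controls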;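 further: 0% = DMSO wells given calcium and 100% = 1 mM EGTA wells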
GRIN3A LBD mod: NR3A (human) ligand-binding domain modulation; NR3A LBD differential scanning fluorimetry, Tm shift; 0% = protein alone, 100% = glycine-bound protein; Tm shift relative to glycine control, % at 25 µM; 340,000 tested, 2.5% active; AID 1259313;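 active means melting temperature shift of at least 10% of the positive control shift, at one fixed dose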
APOBEC3A inh: human APOBEC3A DNA deaminase inhibition. inhibition, % at 20 µM. recombinant A3A, FAM/TAMRA ssDNA deamination fluorescence. 330,000 tested, 0.41% active. P31941;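 active means at least 40% inhibition at 20 µM here, with at most 30% in a related deaminase screen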;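 further: plate controls were A3A with DMSO for no effect and wells lacking A3A enzyme for full effect; some results filed as inactive read as strong as hits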
Target sequence (P31941 whole entry, looked up): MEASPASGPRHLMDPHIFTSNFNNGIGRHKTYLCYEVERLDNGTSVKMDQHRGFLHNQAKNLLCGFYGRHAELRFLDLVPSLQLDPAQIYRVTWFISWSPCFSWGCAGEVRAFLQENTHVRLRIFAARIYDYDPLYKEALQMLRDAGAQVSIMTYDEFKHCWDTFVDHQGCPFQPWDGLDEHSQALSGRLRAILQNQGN
EBI2 block: EBI2 (human) antagonism | inhibition, % at 5 µM | EBI2 beta-arrestin recruitment, luminescence, 7a,25-OHC stimulated | 360,000 tested, 0.81% active | P32249; in the data active means inhibition above about 38%;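 further: enzyme fragment complementation signal reports receptor beta-arrestin coupling in cells; 0% = agonist plus DMSO wells and 100% = wells without agonist; some results beyond the cut were filed as inactive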
Target sequence (P32249 whole entry, looked up, the tested form may be a part): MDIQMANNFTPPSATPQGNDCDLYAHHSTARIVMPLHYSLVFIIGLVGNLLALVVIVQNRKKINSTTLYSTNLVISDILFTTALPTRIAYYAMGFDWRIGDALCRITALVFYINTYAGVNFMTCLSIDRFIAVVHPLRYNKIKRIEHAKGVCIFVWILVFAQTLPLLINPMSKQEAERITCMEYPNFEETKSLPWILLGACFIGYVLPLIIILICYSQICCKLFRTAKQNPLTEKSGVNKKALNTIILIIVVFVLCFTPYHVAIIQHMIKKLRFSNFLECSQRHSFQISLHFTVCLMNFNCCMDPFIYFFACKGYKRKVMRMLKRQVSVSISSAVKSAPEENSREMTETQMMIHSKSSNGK
CXCR6 inh: blocks human CXCR6 beta-arrestin recruitment; O00574; inhibition, % at 20 µM; CHO-K1 PathHunter CXCR6 beta-arrestin, luminescence; 360,000 tested, 0.36% active; in the data active means inhibition above about 34%, passing the limit was not always enough;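 further: antagonist mode with CXCL16 agonist at 10 nM final; 0% = 10 nM CXCL16 with DMSO and 100% = unstimulated wells without agonist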
Target sequence (O00574 whole entry, looked up): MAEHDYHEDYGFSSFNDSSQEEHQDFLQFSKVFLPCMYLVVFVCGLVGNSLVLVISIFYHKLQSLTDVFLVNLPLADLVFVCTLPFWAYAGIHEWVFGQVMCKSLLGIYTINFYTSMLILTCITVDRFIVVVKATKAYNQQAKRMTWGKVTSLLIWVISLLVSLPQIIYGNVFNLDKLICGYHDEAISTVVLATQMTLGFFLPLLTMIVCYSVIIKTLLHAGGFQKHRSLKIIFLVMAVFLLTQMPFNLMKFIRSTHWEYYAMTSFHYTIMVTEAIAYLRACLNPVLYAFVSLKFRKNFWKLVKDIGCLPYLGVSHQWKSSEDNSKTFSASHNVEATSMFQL
Starred values were filed as active, the others as inactive; . = no result given.

SMILES	Gli-Sufu antag	CCR6 antagonist	APOBEC3G inh	MPTP block	GRIN3A LBD mod	APOBEC3A inh	EBI2 block	CXCR6 inh
COc1ccc(C2=NS(=O)(=O)N(C)C(C(=O)N3CCc4ccccc4C3)=C2)cc1OC	17.2	21.9	-5.8	0.6	-1.0	1.3	-4.1	10.6
CCOc1ccc(NC(=O)CN(C)C(=O)c2c(C)nn(-c3ccc(F)cc3)c2Cl)cc1OCC	-0.2	6.0	-8.3	-1.4	0.2	-0.6	6.5	0.1
COc1ccc2[nH]c(C(=O)O)c(NC(=O)c3ccccc3[N+](=O)[O-])c2c1	-4.4	15.3	-0.6	0.0	-0.2	4.2	-2.7	7.1
Clc1cccc(Cl)c1Cn1cnc2c(NCc3ccco3)ncnc21	-6.0	1.5	-5.3	-1.7	1.3	4.3	13.5	-2.5
CCCc1cc2c(=O)c(-c3nc4ccccc4s3)c(COCC(=O)O)oc2cc1O	-13.6	15.7	.	0.7	2.4	.	-5.0	-6.6
CC(C)/C=C/C(=O)N1CCC(N2CCC(C(=O)NCc3ccccn3)CC2)CC1	9.4	-7.9	-0.7	-1.2	1.0	0.3	0.7	1.8
CSc1c2c(nc3ncnn13)CCC2	0.8	-0.5	-4.3	0.3	3.5	0.5	-17.0	-3.9
O=C(Nc1nncs1)c1cccc(S(=O)(=O)N2CCOCC2)c1	1.1	7.8	-9.0	-1.4	1.0	-2.9	9.0	2.0
Cc1ccc(N2C(=O)[C@@H]3C(C(=O)CN4C(=O)c5ccccc5C4=O)=NN[C@@H]3C2=O)c(C)c1	3.7	-3.0	-2.4	0.0	1.7	-2.4	-3.1	10.6
O=C(NC(=S)N1CCCC(C(F)(F)F)C1)c1ccc(F)cc1 (centres undefined)	-4.0	14.2	-2.9	-3.0	2.8	-2.1	5.1	1.2
O=C(CSc1nnc(NC(=O)c2c(F)cccc2F)s1)Nc1ccc(F)cc1	-8.6	-3.3	-10.8	-0.4	0.6	-8.4	-13.1	-20.2
Cc1cc(NCc2ccccc2)nc(N2CCOCC2)n1	-7.1	-3.2	-9.8	-0.6	4.2	-2.9	4.2	-0.7
Cn1cccc1/C=C1\SC(=S)N(NC(=O)c2ccc(Cl)cc2)C1=O	2.6	23.4	.	21.2	8.6	.	-0.1	20.0
CSc1ccccc1OCc1cc(C(=O)N2CCCC2c2nonc2C)no1 (centres undefined)	.	27.5	-4.7	-0.2	-0.6	-3.5	-6.3	1.3
Cc1nnsc1NC(=O)OCC(C)C	2.0	-15.1	-6.8	2.2	9.6	-5.3	-0.9	-8.5
COc1ccc(NS(=O)(=O)c2cccc(C(=O)O)c2)cc1S(=O)(=O)N1CCCCC1	-11.7	4.7	0.2	-0.2	-1.1	6.1	-7.7	1.6
COc1cc(/C=C2/SC(=S)NC2=O)ccc1OS(=O)(=O)c1ccc(C)cc1	-2.3	25.9	-3.6	25.3	5.8	1.4	33.9	10.9
NC(=O)C1CCN(C(=O)CCn2c(=O)oc3ccccc32)CC1	-8.2	2.0	-11.2	1.1	-1.7	-3.2	-11.8	-2.2
COc1ccccc1OCC(=O)N1CCCC(Nc2ccc(F)c(F)c2)C1 (centres undefined)	3.6	0.2	-7.8	-1.0	-1.2	-4.4	-0.6	4.0
COc1cccc(-c2ccc3ncnc(N(C)Cc4ccco4)c3c2)c1	-1.3	24.8	-3.6	0.7	0.8	2.8	23.3	0.4

The final 3 records of the section before open the next one:
SMILES	Gli-Sufu antag	CCR6 antagonist	APOBEC3G inh	MPTP block	GRIN3A LBD mod	APOBEC3A inh	EBI2 block	CXCR6 inh
NC(=O)C1CCN(C(=O)CCn2c(=O)oc3ccccc32)CC1	-8.2	2.0	-11.2	1.1	-1.7	-3.2	-11.8	-2.2
COc1ccccc1OCC(=O)N1CCCC(Nc2ccc(F)c(F)c2)C1 (centres undefined)	3.6	0.2	-7.8	-1.0	-1.2	-4.4	-0.6	4.0
COc1cccc(-c2ccc3ncnc(N(C)Cc4ccco4)c3c2)c1	-1.3	24.8	-3.6	0.7	0.8	2.8	23.3	0.4
CCOCCCNC(=O)C(c1ccc(C)cc1)N(Cc1cccs1)C(=O)CNC(C)=O (centres undefined)	-6.4	15.7	-1.6	1.1	-2.2	-0.2	-11.8	4.1
COc1ccc(CN(C)CCc2ccccn2)c(OC)c1OC	6.5	-5.7	-8.0	0.2	-0.4	-4.2	-2.0	-1.4
COCCNC(=O)[C@H](CSCc1ccccc1)N1Cc2ccccc2C1=O	6.2	-1.8	-1.7	-0.1	1.6	0.3	6.9	2.2
CC(=NNC(=S)N1CCCCCC1)c1cccc2cccnc12	5.1	90.6*	.	-1.8	1.3	.	-9.0	35.5
Cn1c(N)c(C(=O)COC(=O)CCC2CCCC2)c(=O)n(C)c1=O	.	10.6	-3.4	1.7	-0.4	-6.7	-7.1	2.5
COc1ccc2nc(N(CCN(C)C)C(=O)/C=C/c3cccs3)sc2c1	1.0	6.6	-6.0	2.6	0.0	-2.1	3.7	0.0
COc1cc(/C=C2\SC(=S)N(NC(=O)c3ccc(O)cc3)C2=O)ccc1O	6.9	58.6*	-7.6	16.9	6.3	-3.6	16.6	42.3*
CC(Oc1ccc(Br)cc1)C(=O)Nc1ccc(S(=O)(=O)Nc2nccs2)cc1 (centres undefined)	3.2	6.4	-1.2	-0.2	3.1	-1.4	-6.6	-8.5
COc1ccc(-c2nc(CS(=O)CC(=O)NCCN3CCCCC3C)c(C)o2)cc1OC (centres undefined)	-7.2	9.1	9.1	-0.4	0.7	-1.7	-6.6	-4.2
O=C(CCN1C(=O)C2C3C=CC(C3)C2C1=O)Nc1nccs1 (centres undefined)	-1.4	-3.8	5.2	3.9	2.2	-2.9	3.3	4.1
COc1ccc(Cn2nnnc2CN2CCCCCC2)cc1	2.0	8.2	-4.8	2.4	-1.2	-5.0	1.3	0.0
CC(=O)Nc1ccc(S(=O)(=O)N(C)CC(=O)OCC(=O)c2cc(C)n(-c3ccc4c(c3)OCO4)c2C)cc1	2.1	15.4	-3.2	1.8	-8.7	0.4	2.1	-7.0
COc1ccc(S(=O)(=O)N(CC(=O)NC2CC2)c2ccc(C)cc2)cc1	-2.0	13.4	-0.2	-0.6	-2.1	0.5	-0.5	-5.4
COC(=O)c1ccccc1NC(=S)N1CCN(c2ccccc2)CC1	6.9	10.3	-6.6	-0.9	1.7	-2.9	-0.5	5.7
Cc1ccc(N(CC(=O)N2CCCC2)S(C)(=O)=O)c(C)c1	3.4	-5.3	-8.2	-0.3	1.4	-0.5	2.8	7.6
CCCN(C(=O)C1=COCCO1)c1c(N)n(Cc2ccccc2)c(=O)[nH]c1=O	-6.5	0.4	-11.1	-1.3	3.0	9.7	3.8	0.6
Nc1nc(SCC(=O)N2CCc3ccccc32)[nH]c(=O)c1-c1ccccc1	-0.5	-0.6	0.7	0.4	1.0	2.1	-4.2	7.2
Cc1ccccc1C(=O)NCC(=O)Nc1ccccc1C(F)(F)F	8.9	12.6	-0.3	-1.1	0.5	7.5	-6.5	-1.5
CCCOc1cc(N(CC)CC)ccc1/C=C(/C#N)c1nc2ccc(C)cc2[nH]1	51.4	32.8	-63.6	78.2*	0.5	-9.0	33.4	22.8
O=C(Nc1cccc(S(=O)(=O)N2CCOCC2)c1)c1ccc(N2CCOCC2)c([N+](=O)[O-])c1	17.1	17.0	-4.5	0.3	-1.7	0.4	4.8	3.7
CC(Nc1[nH]c(=O)n(C)c(=O)c1N=O)c1ccccc1 (centres undefined)	-0.2	5.5	-4.8	0.1	0.0	-1.9	1.0	3.0
O=C(CCSCc1ccccc1F)NCc1cccnc1	-2.3	-2.5	-5.1	-0.2	-0.6	-2.4	-4.2	1.0
O=C(NCc1ccccn1)c1ccc(Cl)cc1Cl	-11.9	2.0	-5.2	-0.1	-3.6	-1.1	-24.1	-2.2
COc1ccccc1C(=O)COC(=O)c1nc2nc(C)cc(C)n2n1	-4.1	8.4	-7.1	-1.4	-0.4	-7.2	-3.0	-7.0
CC(C)(C)CC(=O)Nc1nnc(SCC(=O)NC2CCCCC2)s1	10.4	2.4	-1.7	-1.6	-0.8	4.4	7.2	7.5
CCOC(=O)c1cc(-c2ccccc2)n(CCC(=O)NC(C)CC)c1C (centres undefined)	4.6	11.5	-5.1	-1.5	1.5	-3.4	-1.4	7.1
CCc1ccc(/C(C)=N/NS(=O)(=O)c2ccc(OC)cc2)s1	9.7	-1.3	6.3	0.8	-27.4	4.8	13.8	3.2
O=C(C1CCN(S(=O)(=O)c2c(Cl)cccc2Cl)CC1)N1CCCC1	-3.4	-3.4	-7.8	-0.7	-3.1	-1.6	-11.5	1.5
COc1ccc(C(=O)CCC(=O)NCc2cc(OC)cc(OC)c2)cc1	1.1	14.1	-2.3	-0.4	2.3	-4.0	-6.8	-0.5
CC(=O)c1ccc(OCc2cc(C(=O)NC(C)CCn3cccn3)no2)cc1 (centres undefined)	-20.3	14.5	-6.4	0.0	3.7	-2.8	7.3	-5.7
COc1ccc([C@H]2/C=C\CN(C(=O)[C@H](Cc3ccccc3)NC(=O)OCC3c4ccccc4-c4ccccc43)CC(=O)N2Cc2ccc(F)cc2)cc1	8.1	3.7	-6.3	4.5	0.0	1.2	-7.5	-6.9
N/C(=N\O)c1ccc(Cl)cc1Cl	-21.0	0.2	3.1	0.7	1.0	1.6	14.0	-10.2
CCC(C)NC(=O)C1CCN(S(=O)(=O)c2ccc3[nH]c(=O)ccc3c2)CC1 (centres undefined)	-5.3	6.4	-4.9	-3.1	1.6	-3.4	-9.4	-6.2
CCOCC(=O)Nc1cc(OC)c(Cl)cc1OC	-7.1	0.3	-1.8	-0.9	-2.1	-0.1	3.1	3.7
Cc1ccc(C(=O)NNC(=O)c2ccc(SCC3CCCO3)c([N+](=O)[O-])c2)cc1 (centres undefined)	-14.7	23.3	-9.9	-1.2	-2.6	-0.4	-9.5	11.2
Cc1c(C#N)c(O)n(CCO)c(=O)c1N=Nc1ccc2c(c1)COC2=O	1.4	47.1	-2.7	1.7	-1.3	-2.3	7.5	25.2
Cc1ccc(C(=O)NCc2ccc3c(c2)OCO3)cc1S(=O)(=O)N1CCOCC1	2.5	-7.0	-1.6	-2.3	0.5	-2.5	-6.1	1.7
O=C(NCc1ccccc1)C1=C[C@@H](c2ccc(C(F)(F)F)cc2)C[C@@H](OCCCCO)O1	6.1	7.0	0.1	0.6	-2.1	0.9	10.2	2.6
CC(=O)Nc1ccc(S(=O)(=O)N(C)CC(=O)OCC(=O)NNC(=O)c2ccccc2F)cc1	-10.7	9.5	0.1	-0.1	17.6*	1.5	-11.4	7.3
CC(=O)Nc1cccc(NC(=S)Nc2ccc(F)c(Cl)c2)c1	-7.3	0.9	-5.1	95.1*	12.3*	-1.2	-3.8	-20.7
CN(Cc1cnccn1)C(=O)C1CCC(=O)N(CCc2ccccc2)C1 (centres undefined)	0.9	12.0	-4.7	-0.9	0.9	0.1	7.6	7.3
CC1=N/C(=C/c2ccco2)C(=O)O1	-0.1	10.3	.	0.8	1.2	.	-3.7	1.0
Cc1cccc(NC(=O)c2nc[nH]c2C(=O)NCCCCNC(=O)c2[nH]cnc2C(=O)Nc2cccc(C)c2)c1	7.2	-9.6	-3.6	0.4	13.1*	-1.1	-26.9	-12.7
COc1cn(-c2ccccc2)nc1C(=O)Nc1ccccc1	-23.0	12.2	-6.9	-0.1	-4.3	-2.0	7.2	0.9
COc1ccc(CCNC(=O)CSc2ccc(NC(C)=O)cc2)cc1OC	-10.3	13.9	-9.6	1.7	2.7	-4.5	-8.2	0.1
CC(CC(=O)Nc1cccc(Cl)c1)c1ccccc1 (centres undefined)	-2.7	11.7	-4.1	10.8	-5.9	0.1	0.4	4.8

Source: PubChem (Sanford-Burnham Center for Chemical Genomics)
